14-3-3 PPI: modulators of human 14-3-3 gamma - Raf peptide interaction. P61981. FP, 14-3-3gamma / TMR-pS259-Raf peptide binding. inhibition, % at 40 µM. 0.19% of 160,000 active; in the data active = inhibition above about 30%;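 note: 0% = protein plus tracer without compound and 100% = blank with tracer alone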
Target sequence (P61981 whole entry, looked up): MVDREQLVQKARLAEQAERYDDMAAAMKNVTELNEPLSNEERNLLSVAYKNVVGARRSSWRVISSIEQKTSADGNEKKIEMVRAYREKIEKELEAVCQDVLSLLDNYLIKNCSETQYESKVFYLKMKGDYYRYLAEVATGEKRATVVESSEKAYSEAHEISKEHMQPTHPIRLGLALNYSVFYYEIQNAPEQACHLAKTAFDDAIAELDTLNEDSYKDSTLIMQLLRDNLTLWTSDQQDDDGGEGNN
The depositor's hits bear a star; & = joins results of further samples.

| structure | 14-3-3 PPI |
| --- | --- |
| CN(c1ccc(F)cc1)S(=O)(=O)c1ccc2[nH]cc(C(=O)NC3CCCCCC3)c(=O)c2c1 | 0 |
| Cc1ccc(-c2cnc(NC(=O)CCC(=O)N3CCCCC3)n2C)cc1 | 3 |
| C#CCN(C)CCCOc1ccc(Cl)cc1Cl | 1 |
| Cc1ccc(C(=O)Nc2ccccc2N2CCN(C(=O)C(C)C)CC2)cc1C | -14 |
| CC1CCN(CCCNC(=O)CN2C(=O)COc3ccc(C(C)(C)C)cc32)CC1 | -12 |
| CC(=O)N(c1ccc(N(C(C)=O)S(=O)(=O)c2ccc(Cl)cc2)c2ccccc12)S(=O)(=O)c1ccc(Cl)cc1 | -22 |
| O=C(C1=C(O)C(=O)N(Cc2cccnc2)C1c1ccccc1)c1cccs1 (stereo not drawn) | -5 |
| CC1CN(S(=O)(=O)c2ccc(C(=O)Nc3nnc(-c4cccs4)o3)cc2)CC(C)O1 (stereo not drawn) | -11 |
| COc1ccc(N(C)C(=O)c2cc3c(=O)oc4ccccc4c3s2)cc1 | -8 |
| COC(=O)c1c(C)oc2ccc(N(C(=O)c3ccncc3)S(=O)(=O)c3ccc(Cl)cc3)cc12 | -44 |
| COc1ccc(C2CC(c3cc(Br)ccc3F)n3nnnc3N2)cc1 (stereo not drawn) | -4 |
| CC(C)C1N(c2ccccc2)C(N)=C(C#N)C1(C#N)C#N (stereo not drawn) | 3 |
| Cc1c(C(=O)N2CCC(C)CC2)sc2ncn(CC(=O)N3CCCC(C)C3)c(=O)c12 (stereo not drawn) | -3 |
| Cc1ccccc1-n1c(-c2cccs2)n[nH]c1=S | -3 |
| CCOC(=O)N1CCN(C(=O)c2oc3ccc(S(=O)(=O)N4CCCCC4)cc3c2C)CC1 | 3 |
| O=C(CSc1nc2sc3c(c2c(=O)[nH]1)CCCC3)N1CCCC1 | -1 |
| CCN(CC)C(=O)C1CCN(S(=O)(=O)c2cccc3nsnc23)CC1 | 5 |
| CCC1(CC)NC(=O)N(CC(=O)OCC(=O)Nc2cc(C)ccc2C)C1=O | -1 |
| Cc1ccc(Cl)cc1NS(=O)(=O)c1cc(S(=O)(=O)Nc2cc(Cl)ccc2C)c2cccc3c2c1NC3=O | -18 |
| CCCn1c(NCc2cccc(OC)c2O)nc2ccccc21 | -8 |
| COc1cccc(-[n+]2noc([O-])n2)c1 | -2 |
| Cc1ccc(-n2cnc3sc4c(c3c2=O)CCCC4)cc1 | -14 |
| Cc1c(NC(=O)c2cnn3c2NC(c2ccco2)CC3C(F)(F)F)c(=O)n(-c2ccccc2)n1C (stereo not drawn) | -18 |
| CCCCOC(=O)c1cccc(NC(=O)c2cc3ccccc3oc2=O)c1 | -1 |
| CC1(C)CC(=O)C2=C(C1)Nc1ccccc1NC2c1cccnc1 (stereo not drawn) | -13 |
| Cc1c(OCC(=O)OCC(C)C)ccc2c3c(c(=O)oc12)CCC3 | 15 |
| O=C(OC1CCCCC1)c1ccc2c(c1)C1C=CCC1C(C(=O)O)N2 (stereo not drawn) | -50&-145 |
| COC(=O)c1nnc(Nc2ccc(Oc3ccccc3)cc2)c2ccccc12 | 0 |
| Cc1onc(-c2ccccc2)c1C(=O)Nc1nnc(C(C)C)s1 | -2 |
| CCn1cc(C(=O)N2CCCC2)c(=O)c2cc(S(=O)(=O)N3CC(C)CC(C)C3)ccc21 (stereo not drawn) | -2 |
| Cc1ccc(C(=O)CC2(O)C(=O)Nc3ccc(C)cc32)c(C)c1 (stereo not drawn) | -2 |
| COC(=O)c1ccc(C2Nc3ccc(S(=O)(=O)Nc4ccc(C)c(C)c4)cc3C3C=CCC32)cc1 (stereo not drawn) | -145 |
| O=C(Cc1cccs1)N1CCN(C(=O)C2CCCO2)CC1 (stereo not drawn) | -11 |
| CC(=O)N1CSCC1C(=O)O (stereo not drawn) | -3&1 |
| Cc1ccc2c(c1)NCC(C(=O)NC1CCCCC1)O2 (stereo not drawn) | -1 |
| O=c1cc(CSc2nc(NCc3ccccc3)c3ccccc3n2)nc2ccc(Cl)cn12 | -4 |
| CCOCCCN1C(=O)CN(C2CCCCCC2)C(=O)C1c1ccccc1F (stereo not drawn) | -13 |
| COc1ccc(-c2cc(C(=O)Nc3cccc(Cl)c3C)no2)cc1 | -3 |
| OC(COCC1CC=CCC1)Cn1cnc2ccccc21 (stereo not drawn) | -5 |
| Cc1ccc(C2/C(=C(\O)c3ccc(F)cc3)C(=O)C(=O)N2Cc2cccnc2)cc1 (stereo not drawn) | 1 |
| COc1cccc(Cn2nnc(C(=O)NCc3ccccc3Cl)c2N)c1 | 1 |
| O=C(CSc1ncccn1)Nc1ccccc1 | -5 |
| CCS(=O)(=O)NCc1csc(-c2ccccc2)n1 | 2 |
| Cc1ccc(CCNS(=O)(=O)c2c(C)nn(C)c2C)cc1 | 13 |
| CC1=C(C(=O)OCc2ccccc2)C(c2ccccc2F)C2=C(CC(c3cccs3)CC2=O)N1 (stereo not drawn) | 2 |
| COC(=O)c1sc(NC(=O)c2c(-c3ccccc3Cl)noc2C)nc1C | 1 |
| CC1=CC(C)(C)N(Cc2ccccc2)c2cc(C)ccc21 | 7 |
| CC1CCN(C(=O)Cn2c(=O)n(-c3ccc(F)cc3)c(=O)c3sccc32)CC1 | 4 |
| O=C(Nc1nc(-c2cccc3ccccc23)cs1)c1ccc(S(=O)(=O)N2CCCC2)cc1 | -7 |
| COc1ccc(-n2c(=S)[nH]c3cc(C(=O)NCCSCc4ccccc4)ccc3c2=O)cc1 | -5 |
| COc1ccc(NC(=O)c2cc(C3CC3)on2)c(OC)c1 | -8 |
| COc1cc2c(cc1NC(=O)COc1ccc3ccccc3c1)oc1ccccc12 | -9 |
| COC(=O)c1ccc(C)c(NC(=O)c2c(-c3ccccc3)noc2C)c1 | -2 |
| CC(=O)N1CCc2cc(S(=O)(=O)Nc3ccc4c(c3)OCO4)ccc21 | -14 |
| CCN(CC(=O)N1CCOCC1)S(=O)(=O)c1ccc(C)cc1 | 7 |
| COc1ccc(-c2cc(-c3c(O)c(OC)c4occc4c3OC)[nH]n2)cc1OC | 3 |
| Cn1c(OCc2ccccc2)nc2c1c(=O)n(Cc1ccc(Cl)cc1)c(=O)n2C | 5 |
| CCC(=O)c1ccc(O)cc1 | -1 |
| CCn1c(=O)c(-c2nc3ccccc3c(=O)[nH]2)c(O)c2ccccc21 | 2 |
| CSc1ccc(Cn2nnc(C(=O)NCc3ccccc3)c2N)cc1 | 1 |

(cont.)
SMILES	14-3-3 PPI
Cc1ccc(SCC(=O)N2CC(C)OC(C)C2)cc1 (stereo not drawn)	-9
CCC(C)c1c(O)nc(SCC(=O)c2ccccc2)[nH]c1=O (stereo not drawn)	0
FC(F)(F)c1cccc(Nc2nc(-c3cccnc3)nc3ccccc23)c1	-35
Cc1cc(C)nc(N2CCN(C(=O)c3ccco3)CC2)n1	-5
O=c1c2ccccc2nc(-c2cccs2)n1-c1cccc2ccccc12	-18
CC(=O)c1cccc(NC(=O)c2ccc(N(C)S(C)(=O)=O)cc2)c1	-3
Cc1cccc(NC(=O)c2ccccc2C(=O)O)n1	4
COC(=O)CN1C(=O)CC(C)(C)S(=O)c2ccccc21 (stereo not drawn)	-2
Cc1ccccc1-n1c(SCc2cc(=O)n3ccccc3n2)nc2[nH]ncc2c1=O	-4
COc1ccccc1NC(=O)C1CC(=O)N(C)C(=Nc2ccc(C)c(C)c2)S1 (stereo not drawn)	-3
CCCOC(=O)C1=C(C)NC2=C(C(=O)CCC2)C1c1ccco1 (stereo not drawn)	-1
COc1cccc(NC(=O)Cc2nnc(SCCOc3ccccc3)n2C)c1	4
CC1(C)SCC2C(=O)N3C(CSC3(C)C)C(=O)N21 (stereo not drawn)	-1
CSCCC(NS(=O)(=O)c1ccccc1F)C(=O)O (stereo not drawn)	1
O=C1C(Cl)=C(Nc2ccccc2)C(=O)N1c1ccc(Cl)cc1	-6
Cc1ccc(CSc2nnc(-c3cccs3)n2C)cc1	-3
CC1=C(C(=O)OCc2ccccc2)C(c2cn(-c3ccccc3)nc2-c2cccs2)NC(=O)N1 (stereo not drawn)	-30
c1ccc(-n2nnnc2OCCOc2nnnn2-c2ccccc2)cc1	-5
CCOc1cc(C2Nc3ccc4ncccc4c3C3=C2C(=O)CC(c2ccccc2)C3)ccc1O (stereo not drawn)	3
Cc1cc(C)c(S(=O)(=O)N=C2C=CC(=O)c3ccccc32)c(C)c1	-27
COc1ccccc1-c1nnc(SCC(=O)N2CCCC2)o1	-2
O=S(=O)(N1CCOCC1)n1nnc2ccccc21	1
CCc1cccc(NC(=O)c2snc3c(=O)[nH]cnc23)c1	-3
O=C(NC1CCCCC1)c1ccc(CNc2ccccc2)o1	6

Molecules listed so far that have an aryl methoxy group (13):
SMILES	14-3-3 PPI
COc1ccc(N(C)C(=O)c2cc3c(=O)oc4ccccc4c3s2)cc1	-8
COc1ccc(C2CC(c3cc(Br)ccc3F)n3nnnc3N2)cc1 (stereo not drawn)	-4
CCCn1c(NCc2cccc(OC)c2O)nc2ccccc21	-8
COc1cccc(-[n+]2noc([O-])n2)c1	-2
COc1ccc(-c2cc(C(=O)Nc3cccc(Cl)c3C)no2)cc1	-3
COc1cccc(Cn2nnc(C(=O)NCc3ccccc3Cl)c2N)c1	1
COc1ccc(-n2c(=S)[nH]c3cc(C(=O)NCCSCc4ccccc4)ccc3c2=O)cc1	-5
COc1ccc(NC(=O)c2cc(C3CC3)on2)c(OC)c1	-8
COc1cc2c(cc1NC(=O)COc1ccc3ccccc3c1)oc1ccccc12	-9
COc1ccc(-c2cc(-c3c(O)c(OC)c4occc4c3OC)[nH]n2)cc1OC	3
COc1ccccc1NC(=O)C1CC(=O)N(C)C(=Nc2ccc(C)c(C)c2)S1 (stereo not drawn)	-3
COc1cccc(NC(=O)Cc2nnc(SCCOc3ccccc3)n2C)c1	4
COc1ccccc1-c1nnc(SCC(=O)N2CCCC2)o1	-2

Next structures.
SMILES	14-3-3 PPI
CCOc1ccc(-n2c(N)c(-c3nc4ccccc4[nH]3)sc2=S)cc1	-11
COc1cccc(NC(=O)CNC(=O)c2ccccc2)c1	1
O=C(c1cc([N+](=O)[O-])ccc1F)n1nnc2ccccc21	6
CCOc1ccccc1NC(=O)CC1Nc2cc(C)c(C)cc2NC1=O (stereo not drawn)	-4
CCOC(=O)c1c(NC(=O)Cc2ccc(OC)c(OC)c2)sc(C)c1C	-15
Clc1cc2c(cc1CSc1nc3ncccc3[nH]1)OCO2	-19
O=C(NCc1ccc2c(c1)OCO2)c1ccc(Cn2cc(Br)cn2)o1	3
CCOC(=O)C1CCN(S(=O)(=O)c2ccc3c(c2)CCN3C(=O)C2CCC2)CC1	7
COc1ccc(-n2nc(C(=O)N(C)c3ccc(Cl)cc3)c3ccccc3c2=O)cc1	-10
CCN(CC)C(=O)C1CCCN(Cc2cccc(F)c2)C1 (stereo not drawn)	4
COc1ccc(S(=O)(=O)CCc2nnc(NC(C)=O)s2)cc1	-3
COc1ccc(-n2nc(C(=O)N3CCC(C(N)=O)CC3)c3ccccc3c2=O)cc1	-4
COc1cccc(C=C2CCCC3=C2Nc2ncnn2C3c2cccc(OC)c2OC)c1OC (stereo not drawn)	-4
Cn1cc(CNC(=O)C2c3ccccc3Oc3ccccc32)cn1	-1&0
O=C1CC(c2ccccc2)=NN1c1ccccc1	-6
COc1ccc(CN2CCN(c3cc(C)nc4c5c(C)cc(C)nc5nn34)CC2)cc1F	-15
CCSc1nnc(NC(=O)NC(CC)(C(F)(F)F)C(F)(F)F)s1	-11
Cc1cc(=O)oc2c1c(C)nn2-c1ccc(Br)cc1	-73
O=c1c2nnn(Cc3ccc(Cl)cc3)c2ncn1Cc1ccc(F)cc1	3
Cn1c(=O)oc2cc(S(=O)(=O)N3CCN(c4ccccc4)CC3)ccc21	-14&-2
N#CCC(Cc1ccccc1)c1ccc2c(c1)OCO2 (stereo not drawn)	4
O=C(c1cc2n(n1)C(C(F)(F)F)CC(c1ccco1)N2)N1CCSCC1 (stereo not drawn)	7
COc1cc2c(cc1OC)C(COc1cc(C)cc(C)c1)N(C(=O)c1cccc([N+](=O)[O-])c1C)CC2 (stereo not drawn)	-9
COc1ccc(OCC(=O)Nc2cc(-c3nc4ncccc4o3)ccc2Cl)cc1	-15
CCc1ccccc1Nc1nc(-c2ccccc2)cs1	1
CC1=C(C(=O)OCc2ccccc2)C(c2ccco2)n2ncnc2N1 (stereo not drawn)	-11
Cn1c(SCC(=O)NCc2ccccc2)nnc1C1CC1	2
CCN1C=C(C(=O)OC)C(c2ccc(OC)c(OC)c2OC)C(C(=O)OC)=C1	4
CCOc1ccc(C2C(C#N)=C(N)N3C(=C2C#N)Sc2ccccc23)cc1 (stereo not drawn)	-11
CS(=O)(=O)N(CCc1ccccc1)CC(=O)Nc1ccc2c(c1)OCO2	2
O=C(c1cccc(COCC(F)(F)C(F)F)c1)N1CCN(c2ccccc2)CC1	-4
CC(=O)Nc1ccc(C(=O)Nc2ncc([N+](=O)[O-])s2)cc1	-29
N#Cc1ccc(N=c2oc3ccccc3cc2-c2nc3ccccc3[nH]2)cc1	7
CCCc1nnc(NC(=O)CN2CCOCC2)s1	-6
CC(=O)Nc1cccc(NC(=O)c2c(-c3ccccc3)noc2C)c1	6&-11
CCOc1ccc2c(c1)sc1c(C)cc(=O)oc12	-118
COc1cc(C(=O)Oc2cc(=O)oc3ccccc23)cc(OC)c1OC	-7
Cc1ccc(-c2nnc(SCC(=O)N3CCCCC3C)o2)cc1C (stereo not drawn)	-1
O=C(Oc1ccccc1)c1c(Cl)cccc1P(=O)(O)O	2
CCSc1nnc2c(n1)OC(c1ccco1)N(C(=O)CC)c1ccccc1-2 (stereo not drawn)	-11
Cc1cccc(-n2nc3c(c2NC(=O)c2ccc(Br)o2)CSC3)c1	-11&-29
CC(C)(C)c1cc(C(C)(C)C)c(N)c(C(C)(C)C)c1	0
Cc1ccccc1C(OCCN(C)C)c1ccccc1 (stereo not drawn)	-8&6
Cc1cc(C(=O)OCCN=C2NS(=O)(=O)c3ccccc32)c2ccccc2n1	1
CCOC(=O)c1sc2nc(CC(=O)OC)nc(Nc3ccc4c(c3)OCCO4)c2c1C	-3
Cc1ccc(C)c(N2CCN(C(=O)CCCn3c(=O)[nH]c4cc(Cl)ccc4c3=O)CC2)c1	-5
COc1ccc(NC(=O)CCn2nc(-c3ccccc3)c3ccccc3c2=O)cc1	-3
CCCNC(=O)Cn1cnc2sc(C(=O)NCc3ccco3)c(C)c2c1=O	-2
CCCc1cc(=O)n2[nH]c(NCc3c(Cl)cccc3Cl)nc2n1	-9

Compound activity from PubChem BioAssay.

These rows are one share of the data. The share of hits here may be higher or lower than overall.
